GAA inh = blocks human lysosomal alpha-glucosidase | AID 1466 | hit rate 0.005% among 200,000 | Potency, µM (titrated, usually from 76.9 µM), inactives show at the highest dose activity change, negative = inhibition, hits mostly inhibitors | purified human GAA, 4-MU-alpha-glucoside fluorescence;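 note: plate controls were uninhibited enzyme wells for no effect and no-enzyme background for full effect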
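Compounds are titrated up to 77 uM against 4 nM human enzyme. Substrate 4-methylumbelliferyl-alpha-D-pyranoside (400 uM) reacts 20 min at room temperature in pH 5.0 buffer; liberated 4-methylumbelliferone is read at 440 nm.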
TRb-SRC2 inh = TRbeta-SRC2 interaction inhibition | P10828 | TRbeta-SRC2 peptide binding, fluorescence polarization; receptor liganded with 1 µM T3 | Potency, µM (titrated, usually from 106 µM), for the others: at the top dose activity change, negative = inhibition, actives largely listed as inhibitors | hit rate 0.065% among 280,000;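 note: plate controls were bound peptide for no effect and peptide without receptor for full effect; nearly all actives have a fitted effect of over 50% in size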
Target sequence (P10828 whole entry, looked up): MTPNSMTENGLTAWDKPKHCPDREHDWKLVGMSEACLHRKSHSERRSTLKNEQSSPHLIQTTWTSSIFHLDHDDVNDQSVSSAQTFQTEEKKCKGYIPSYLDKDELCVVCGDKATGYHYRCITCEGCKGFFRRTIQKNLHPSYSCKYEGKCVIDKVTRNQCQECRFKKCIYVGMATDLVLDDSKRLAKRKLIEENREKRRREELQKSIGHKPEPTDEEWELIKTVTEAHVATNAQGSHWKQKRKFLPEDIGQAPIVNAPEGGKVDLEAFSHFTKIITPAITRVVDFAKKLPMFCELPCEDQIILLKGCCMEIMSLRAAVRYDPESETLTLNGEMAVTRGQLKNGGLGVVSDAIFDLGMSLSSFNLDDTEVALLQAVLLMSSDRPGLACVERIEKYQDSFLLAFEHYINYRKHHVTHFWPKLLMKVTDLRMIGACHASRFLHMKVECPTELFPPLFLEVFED
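Compounds were added to 0.6 uM TRb ligand-binding domain and 20 nM Texas Red-labeled SRC2 peptide in Tris buffer containing 1 uM T3, incubated 5 hr at ambient temperature, then read by fluorescence polarization.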
GAA glycogen = alters human alpha-glucosidase cleavage of glycogen. recombinant GAA, glycogen substrate, Amplex Red glucose oxidase fluorescence. Potency, µM (titrated, usually from 76.4 µM), inactives show at the top dose activity change, negative = inhibition, hits mostly inhibitors. hit rate 0.38% among 300,000. AID 2100;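 note: 0% = full enzyme reaction and -100% = no-enzyme basal signal; the screen sought inhibitors and activators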
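Recombinant human alpha-glucosidase (4 nM final) hydrolysed bovine liver glycogen (30 ug) for 40 min at 37 C in pH 5.0 citrate/phosphate with 0.01% Tween-20. Released glucose detected by glucose oxidase/Amplex Red, Ex 573/Em 610 nm. Compounds up to 77 uM; AC50 from Hill fits.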
L3MBTL1 block = blocks human L3MBTL1 | hit rate 0.66% among 230,000 | Potency, µM (series often up to 57.1 µM), inactives show at the highest dose activity, negative = inhibition, most hits filed as inhibitors | AID 485360 | AlphaScreen L3MBTL1–H3K9me1 peptide binding | Q9Y468; note: nearly all actives have a fitted effect of over 60% in size
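Displacement of a biotinylated histone H3(1-15) peptide monomethylated at Lys9 (75 nM) from L3MBTL1 (50 nM) was measured by AlphaScreen after a 30 min room-temperature compound incubation; cefsulodin titration served as intraplate control.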
RECQ1 helicase = RECQ1 (human) helicase inhibition | hit rate 0.54% among 240,000 | Potency, µM (series often up to 57.3 µM), without a hit: at the highest dose activity, negative = inhibition, usual class: inhibitors | AID 2549 | P46063 | RECQ1 DNA unwinding, red fluorescence kinetic read;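 note: plate controls were vehicle for no effect and no enzyme for full effect; nearly all actives have a fitted effect of over 30% in size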
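RECQ1T1 50 nM; forked duplex (20 bp + 30-nt ss tails) 200 nM, ATP 2 mM final; pH 8.0, 2 mM MgCl2, 2.5 ug/ml poly(dI-dC); 15 min compound preincubation; discontinuous kinetic read over 2 h at RT.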
aGlu spleen mod = inhibits or activates alpha-glucosidase in human spleen homogenate. hit rate 0.006% among 240,000. Potency, µM (highest dose often 79.9 µM), for inactives: at the top dose activity change, negative = inhibition, usual class: inhibitors. AID 2112. P10253. human spleen homogenate, 4-MU-alpha-glucoside fluorescence;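 note: 0% = enzyme with vehicle and -100% = no enzyme basal signal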
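Human spleen homogenate (1 ug) with 4-methylumbelliferyl-alpha-D-glucopyranoside (1 mM final) in 50 mM citrate/phosphate pH 5.0, 0.01% Tween-20; 40 min at 37 C. Stopped at pH 10; 4-MU fluorescence Ex 365/Em 440 nm; AC50 by Hill fit.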
TexasRed fluor = alters Texas Red total fluorescence, flagging assay interference. hit rate 0.29% among 280,000. TRb/SRC2 Texas Red total fluorescence interference. Potency, µM (titrated, usually from 106 µM), without a hit: at the top dose fluorescence change, negative = quenching; active = well fitted curve in either direction with a large enough effect; inconclusive = small, poorly fitted or top-dose-only effect
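Human TRb ligand-binding domain at 0.6 uM with 20 nM Texas Red SRC2 peptide in Tris buffer containing 1 uM T3 and 5% DMSO, incubated with compound 5 h at ambient temperature. Total fluorescence (555/632 nm) calculated as parallel + 2 × perpendicular.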
RGS12 GoLoco inh = inhibitors of human Gai1-RGS12 GoLoco interaction (red fluorophore). P63096. Gai1:RGS12 GoLoco peptide FP, rhodamine, 10 min. AID 880. Potency, µM (series often up to 61.6 µM), for inactives: at the top dose activity, negative = inhibition, usual class: inhibitors. hit rate 0.44% among 230,000; active = well fitted inhibition curve with a large enough effect, not every such curve was filed as active; inactive = no such curve, though single readings can be large or run the other way; note: nearly all actives have a fitted effect of over 30% in size; many of its hits are not listed in these tables
Target sequence (P63096 whole entry, looked up): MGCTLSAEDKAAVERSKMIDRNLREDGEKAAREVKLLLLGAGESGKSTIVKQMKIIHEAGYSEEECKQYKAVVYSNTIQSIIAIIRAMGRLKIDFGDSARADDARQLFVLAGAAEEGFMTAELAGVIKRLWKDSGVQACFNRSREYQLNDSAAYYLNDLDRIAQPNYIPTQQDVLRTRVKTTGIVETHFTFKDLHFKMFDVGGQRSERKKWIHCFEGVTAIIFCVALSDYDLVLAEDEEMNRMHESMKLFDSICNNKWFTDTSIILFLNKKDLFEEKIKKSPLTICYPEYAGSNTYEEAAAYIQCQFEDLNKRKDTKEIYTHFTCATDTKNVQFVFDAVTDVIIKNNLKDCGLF
Numbers without * were called inactive; i = inactive; ? = inconclusive; . = not tested or not shown; & = joins results of further samples; [ ] = dose if it differs, or a comment. Unless noted, calls come from the whole dose curve; as a rule, active = well fitted curve in the direction sought with a large enough effect; inconclusive = small, poorly fitted or top-dose-only effect, or another doubt; inactive = no such curve, though single readings can be large; an effect the other way counts as inactive or inconclusive. Unless noted, % is set by controls: 0 for no effect and ±100 for the full control effect; potency is the fitted concentration of half-maximal effect.

| compound | GAA inh | TRb-SRC2 inh | GAA glycogen | L3MBTL1 block | RECQ1 helicase | aGlu spleen mod | TexasRed fluor | RGS12 GoLoco inh |
| --- | --- | --- | --- | --- | --- | --- | --- | --- |
| S=c1[nH]nc(COc2ccc(Cl)cc2)n1Cc1ccco1 | 0% | 6% | -25% | . | i | -5% | -3% | 4% |
| CCCCOCCCNC(=O)c1ccc(NC(C)=O)cc1 | -2% | -1% | -8% | . | i | 1% | 3% | -2% |
| CCc1ccc(OCC2c3cc(OC)c(OC)cc3CCN2C(=S)NCCOC)cc1 (centres undefined) | 2% | 10% | -10% | -4% | -13% | 5% | 0% | 2% |
| CCC(C)C(N)C(=O)NC(CC(N)=O)C(=O)NC(CC(C)C)C(=O)NC(CCCCN)C(=O)NC(C)C(=O)NC(CC(C)C)C(=O)NC(C)C(=O)NC(C)C(=O)NC(CC(C)C)C(=O)NC(C)C(=O)NC(CCCCN)C(=O)NC(CCCCN)C(=O)NC(C(=O)NC(CC(C)C)C(N)=O)C(C)CC (centres undefined) | . | -10% | . | . | -10% | -1% | 1% | . |
| O=C(CSc1nc2ccccc2[nH]1)NC1CCCc2ccccc21 (centres undefined) | -15% | -3% | 16% | -5% | -3% | -14% | -1% | -6% |
| NC(=O)c1cccnc1Nc1cccc(F)c1 | 5% | -3% | 0% | -9% | 7% | -4% | -2% | 11% |
| CCOC(=O)C1CCN(C(=O)CCNC(=O)Cn2ccc3ccccc3c2=O)CC1 | 0% | 4% | -9% | 7% | -15% | -12% | 0% | 11% |
| Cc1ccnc(SCCn2c(N3CCCCC3)nc3c2c(=O)[nH]c(=O)n3C)n1 | ? | 3% | 3% | . | -3% | 6% | 4% | -9% |
| Cc1ccc2nc(NC(=O)[C@H](C)N3C(=O)C4CC=CCC4C3=O)sc2c1 (some centres undefined) | -1% | -7% | -2% | -19% | -6% | 7% | -1% | 5% |
| COc1ccc(-c2nc(CSCC(=O)N3CCN(C(=O)c4ccco4)CC3)c(C)o2)cc1OC | 2% | -3% | -15% | . | -9% | 2% | 1% | 8% |
| O=C(CN(C(=O)CCC(=O)Nc1nccs1)C1CCCC1)NCc1ccc2c(c1)OCO2 | 7% | -6% | -3% | 2% | -5% | 4% | 3% | 10% |
| COc1cc(C(CCN2CCOCC2)c2c(OC)cc(OC)c3c(-c4ccccc4)cc(=O)oc23)cc(OC)c1OC (centres undefined) | . | -3%[53 µM] | . | -8% | i | -7% | -4%[53 µM] | -42% |
| O=C(Nc1cc(S(=O)(=O)N2CCCC2)ccc1OCC(F)(F)F)c1ccc(F)cc1 | 3% | -15% | 2% | 32%[activator] | i | -1% | -6% | 11% |
| COc1ccccc1NC(=O)N1CCN(C)CC1 | 10% | 0%[53 µM] | -7% | 1% | -2% | 3% | 2%[53 µM] | -1% |
| Cc1c(C(=O)NCCCN2CCCC2=O)oc2ccccc12 | -5% | -7% | -6% | . | -17% | -5% | -1% | 6% |
| CCn1c(=O)n(CC)c2cc([N+](=O)[O-])ccc21 | -7% | 7% | -1% | -2% | -3% | -15% | 0% | 1% |
| O=C(NCc1ccco1)C1CCCN1C(=O)Nc1ccc(Cl)cc1 (centres undefined) | 0% | 3% | 2% | 9% | -6% | -9% | -3% | 2% |
| CCc1ccc(N(CC(=O)Nc2sc3c(c2C(=O)OC)CCCC3)S(C)(=O)=O)cc1 | -7% | -4% | 1% | -4% | 1% | 3% | 0% | 6% |
| Cc1ccc(O)c(NC(=O)c2noc3c2CCCCC3)c1 | ? | -3%&2% | ? | . | 0% | 1% | -2%&-11% | -11% |
| COc1ccc(NC(=O)CN2CCC(NC(=O)C3CCCCC3)CC2)c([N+](=O)[O-])c1 | ? | 2% | -14% | -2% | i | 5% | -3% | 25% |
| CN1/C(=C/C(=O)C2CC2)C(C)(C)c2ccccc21 | 9% | -3% | 4% | 16% | -4% | . | -2% | 76%[activator] |
| CNC(=O)Nc1cc(C(F)(F)F)cc(C(F)(F)F)c1 | 1% | 1% | . | -2% | i | 5% | -4% | 7% |
| O=C(O)c1cc(O)c2c(c1)C(=O)c1cc(O)cc(O)c1C2=O | . | 2%&-11% | -1% | 2.5µM* | ? | -4%&2% | -10%&-20% | 14%&3% |
| CC(C)C[C@H](NC(=O)[C@H](CC(C)C)NC(=O)[C@@H](Cc1c[nH]c2ccccc12)NC(=O)[C@H](Cc1ccccc1)NC(=O)[C@@H](Cc1c[nH]c2ccccc12)NC(=O)[C@H](CCC(N)=O)NC(=O)[C@H](CCC(N)=O)NC(=O)[C@@H]1CCCN1C(=O)[C@H](CCCCN)NC(=O)[C@@H]1CCCN1C(=O)[C@H](N)CCCN=C(N)N)C(N)=O | . | -5% | . | . | -11% | -5% | -3% | . |
| CNS(=O)(=O)c1ccc(NC(=O)c2nc3nc(C)cc(C(F)F)n3n2)cc1 | 1% | -8%&-3% | 0%[76.3 µM] | . | i | 2% | 1%&-4% | 0% |
| CN=C1c2ccccc2CN1c1cccc(C(=O)OC)c1 | -9% | 4% | -9% | 2% | i | -1% | -2% | 13% |
| CCC(CC)C(=O)NCCc1ccc(OC)cc1 | 0% | -6% | -6% | . | i | 2% | -1% | -7% |
| C=CCn1c(SCC(=O)C23CC4CC(CC(C4)C2)C3)nc(O)cc1=O | 0% | 1% | -6% | -8% | -13% | 5% | 0% | 14% |
| C=CCN(c1cccc(C(F)(F)F)c1)S(=O)(=O)c1cccc(C(=O)OCC(=O)NCCC)c1 | -10% | 2% | -8% | 15% | -9% | -16% | -3% | . |
| NC(=S)NNC(=S)Nc1ccccc1 | ? | -10% | ? | -3% | i | 3% | -3% | 16% |
| Cc1ccc2c(c1)C(SCC(=O)NCCc1ccccc1)CC1(CCCC1)O2 (centres undefined) | 6% | -4% | -11% | 7% | -9% | 0% | -1% | -2% |
| Cn1c(N)c(C(=O)Nc2ccccc2F)sc1=S | -7% | -1% | -4% | -11% | 22% | -1% | 0% | 2% |
| COc1ccc(S(=O)(=O)N2CCCC2C(=O)Nc2nnc(-c3cccnc3)s2)cc1 (centres undefined) | -3% | -14% | 7% | -8% | -6% | -3% | -6% | -3% |
| COC(=O)c1c(-c2c(Cl)cccc2Cl)noc1NC(=O)NN1CCOCC1 | 5% | 5% | 10% | -6% | i | 2% | -1% | -4% |
| Cn1cnnc1SCC(=O)Nc1ccccc1C(=O)NC1CC1 | -9% | 0% | 7% | . | -7% | 2% | -6% | -11% |
| c1ccc(-c2cn3nc4c(nc3n2)CCCC4)cc1 | -13% | -25% | 14% | . | i | 0% | -1% | -2% |
| CCCCNC(=O)c1onc(CSc2cccc(OCC)c2)c1C(=O)O | -4% | -6% | -8% | -5% | 1% | 0% | 0% | -7% |
| Cc1ccc(S(=O)(=O)NCc2nc3nc(C)cc(C)n3n2)c(C)c1 | . | 0% | 2%[76.3 µM] | 6% | . | . | -1% | . |
| CN(CC(=O)Nc1ccccc1Cl)CC(=O)Nc1c(F)cccc1F | 1% | -7% | 7% | . | -9% | -5% | -7% | 0% |
| O=C(COC(=O)/C=C/c1ccc(Cl)cc1)NCCC1=CCCCC1 | 11% | -11% | -3% | 23% | -6% | -5% | 0% | -21% |
| N#C/C(=C\c1ccccc1)C(=O)Nc1cccnc1 | 9%[15.4 µM] | -4% | 5% | -2% | 0% | -2% | 1% | 12% |
| CC(C)N(Cc1nccn1C)C(=O)c1ccc(OC2CCN(C(=O)C3CC3)CC2)cc1 | 1% | -7% | 8% | 2% | -1% | -12% | -5% | 6% |
| Cc1ccn2c(-c3csc(NCc4ccco4)n3)c(C)nc2c1 | -3% | -1% | -20% | -8% | -1% | 2% | -2% | 8% |
| NC(=O)CN(c1ccc([N+](=O)[O-])cc1)S(=O)(=O)c1ccccc1 | 11% | -9% | 9% | 9% | 9% | 0% | -4% | 21% |
| CC1CCN(C(=O)CSc2nnc(CNC(=O)COc3ccc(Cl)cc3)o2)CC1 | 1% | -2% | 5% | . | -3% | -7% | -2% | 7% |
| CCN1CCN(Cc2nc3c(c(=O)n(C)c(=O)n3C)n2Cc2ccccc2Cl)CC1 | 1% | -5% | -1% | . | -17% | 4% | 1% | -9% |
| OCCCc1nc2n(n1)C(c1ccccc1Cl)C=C(c1cccs1)N2 (centres undefined) | ? | -1% | -1% | 5% | 1% | -1% | -1% | -6% |
| CCc1nnc(NC(=O)CSc2nnc(-c3ccccc3O)n2CC)s1 | -13% | -2% | 4% | . | -6% | 3% | -2% | 2% |
| CCOC(=O)c1cc2nc(Nc3ccc(OC)cc3)sc2s1 | 0% | 5% | -11% | 5% | -6% | -13% | -1% | 75%[activator] |
| Cc1ccc2c(c1)NC(=O)C(CC(=O)NCCCN1CCN(c3cc(C)ccc3C)CC1)O2 (centres undefined) | ? | -4% | -19% | . | -4% | 6% | -2% | 7% |
| COc1cc(C2OC(=O)c3ccccc3S2)cc(OC)c1OC (centres undefined) | 0%[15.4 µM] | -9% | 1% | -5% | -5% | 2% | 0% | -1% |
| O=C(COc1ccc(Cl)cc1)NC1=NN(c2ccccc2)C(=O)C1 | -19% | -6% | -10% | -8% | -4% | -5% | -9% | -1% |
| N#Cc1ncc(-c2ccc3c(c2)OCCOCCOCCOCCOCCO3)nc1C#N | -11% | 1% | -5% | 9% | 0% | -16% | -4% | -2% |

Quoted at random: 2 records from the list.
| compound | GAA inh | TRb-SRC2 inh | GAA glycogen | L3MBTL1 block | RECQ1 helicase | aGlu spleen mod | TexasRed fluor | RGS12 GoLoco inh |
| --- | --- | --- | --- | --- | --- | --- | --- | --- |
| COc1ccc(S(=O)(=O)N2CCCC2C(=O)Nc2nnc(-c3cccnc3)s2)cc1 (centres undefined) | -3% | -14% | 7% | -8% | -6% | -3% | -6% | -3% |
| CCc1ccc(N(CC(=O)Nc2sc3c(c2C(=O)OC)CCCC3)S(C)(=O)=O)cc1 | -7% | -4% | 1% | -4% | 1% | 3% | 0% | 6% |

High-throughput results (PubChem)

An excerpt. The share of hits here may be higher or lower than overall.
